Screening data (PubChem BioAssay)
PI5P4Ka inh – blocks human PI5P4K alpha kinase activity. PI5P4Kalpha enzyme, ADP-Glo luminescence, 60 min; hits give low values. P48426. AID 652105. max response, %. hit rate 1.2% among 330,000; active = max response of -50% or lower; inconclusive = between -30% and -50%; inactive = -30% or higher; note: value at the top dose of about 77 µM; % is set by controls: 0 for no effect and ±100 for the full control effect
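qHTS, 1536-well: enzyme/substrate mix, compound by pin tool, 5 microM ATP final; RT 60 min; ADP-Glo reagents 1 (45 min) then 2 (30 min); luminescence.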
FUS yeast rescue – FUS proteinopathy suppression in yeast | S. cerevisiae FUS-expressing, growth rescue, OD600, 24 h | Potency, µM (doses to about 76.6 µM), without a hit: at the highest dose growth rescue (activation), usual class: activators | hit rate 0.24% among 390,000;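 note: potency is the fitted concentration of half-maximal effect; plate controls were DMSO vehicle for no effect and reference control for full effect; nearly all actives have a fitted effect of over 55% in size; some results filed as inactive show a strong effect at the top dose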
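Cultures pregrown in 2.5% raffinose medium are shifted to minimal medium containing 2% galactose to express toxic FUS. Compounds are tested at several concentrations. After 24hr at 30C, growth is quantified at 600 nm absorbance.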
EPAC1 agonist – activates human EPAC1 exchange factor. Potency, µM (series often up to 154 µM), for the others: at the top dose activation, usual class: activators. O95398. hit rate 0.073% among 360,000. EPAC1 agonist qHTS, biochemical assay; response scale: 100% = response to 6.5 mM cAMP; note: potency is the fitted concentration of half-maximal effect; nearly all actives have a fitted effect of over 60% in size
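Normalized to 6.5 mM cAMP, activity reflects EPAC1-catalysed release of BODIPY-GDP from Rap1B, followed kinetically over 30 min at 480 nm excitation, 540 nm emission. Reaction contained 100 nM EPAC1, 250 nM Rap1B-BODIPY-GDP, 50 uM GDP.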
PLK1 PBD inh – PLK1 (human) polo-box domain binding inhibition; P53350; Plk1 PBD binding of FITC phosphopeptide, fluorescence polarization; Potency, µM, for the others: max response, negative = inhibition, most hits filed as inhibitors; hit rate 2.8% among 360,000; note: potency is the fitted concentration of half-maximal effect; series mostly up to about 57 µM; % is set by controls: 0 for no effect and ±100 for the full control effect; nearly all actives have a fitted effect of over 65% in size
EPAC1 antagonist – EPAC1 (human) antagonism; O95398; EPAC1 GEF assay, Rap1b-BODIPY-GDP exchange fluorescence; Potency, µM (highest dose often 115 µM), for the others: at the top dose activity change, negative = inhibition, hits mostly inhibitors; hit rate 0.14% among 360,000; AID 720709;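 note: potency is the fitted concentration of half-maximal effect; plate controls were vehicle for no effect and positive control for full effect; nearly all actives have a fitted effect of over 50% in size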
aSyn rescue – rescues yeast growth from alpha-synuclein toxicity. Yeast expressing alpha-synuclein, growth rescue, BacTiter-Glo, 24 h. Potency, µM (titrated, usually from 46.1 µM), without a hit: at the top dose growth rescue (activation), usual class: activators. hit rate 0.14% among 370,000. AID 652106; note: potency is the fitted concentration of half-maximal effect; % of control where 0% means no effect; nearly all actives have a fitted effect of over 65% in size
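Galactose-induced alpha-syn yeast (OD600=0.02, raffinose-pregrown) + pinned cpd, 24 hr, 30 deg C; growth by BacTiter-Glo luminescence. Growth restoration scores as activation.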
WRN helicase inh – inhibitors of human WRN helicase | hit rate 0.46% among 360,000 | Q14191 | AID 651768 | Potency, µM (titrated, usually from 114 µM), for the others: at the top dose activity change, negative = inhibition, most hits filed as inhibitors | WRN helicase unwinding, fluorescent forked duplex, kinetic; note: potency is the fitted concentration of half-maximal effect; % is set by controls: 0 for no effect and ±100 for the full control effect; nearly all actives have a fitted effect of over 55% in size
Target sequence (Q14191 whole entry, looked up): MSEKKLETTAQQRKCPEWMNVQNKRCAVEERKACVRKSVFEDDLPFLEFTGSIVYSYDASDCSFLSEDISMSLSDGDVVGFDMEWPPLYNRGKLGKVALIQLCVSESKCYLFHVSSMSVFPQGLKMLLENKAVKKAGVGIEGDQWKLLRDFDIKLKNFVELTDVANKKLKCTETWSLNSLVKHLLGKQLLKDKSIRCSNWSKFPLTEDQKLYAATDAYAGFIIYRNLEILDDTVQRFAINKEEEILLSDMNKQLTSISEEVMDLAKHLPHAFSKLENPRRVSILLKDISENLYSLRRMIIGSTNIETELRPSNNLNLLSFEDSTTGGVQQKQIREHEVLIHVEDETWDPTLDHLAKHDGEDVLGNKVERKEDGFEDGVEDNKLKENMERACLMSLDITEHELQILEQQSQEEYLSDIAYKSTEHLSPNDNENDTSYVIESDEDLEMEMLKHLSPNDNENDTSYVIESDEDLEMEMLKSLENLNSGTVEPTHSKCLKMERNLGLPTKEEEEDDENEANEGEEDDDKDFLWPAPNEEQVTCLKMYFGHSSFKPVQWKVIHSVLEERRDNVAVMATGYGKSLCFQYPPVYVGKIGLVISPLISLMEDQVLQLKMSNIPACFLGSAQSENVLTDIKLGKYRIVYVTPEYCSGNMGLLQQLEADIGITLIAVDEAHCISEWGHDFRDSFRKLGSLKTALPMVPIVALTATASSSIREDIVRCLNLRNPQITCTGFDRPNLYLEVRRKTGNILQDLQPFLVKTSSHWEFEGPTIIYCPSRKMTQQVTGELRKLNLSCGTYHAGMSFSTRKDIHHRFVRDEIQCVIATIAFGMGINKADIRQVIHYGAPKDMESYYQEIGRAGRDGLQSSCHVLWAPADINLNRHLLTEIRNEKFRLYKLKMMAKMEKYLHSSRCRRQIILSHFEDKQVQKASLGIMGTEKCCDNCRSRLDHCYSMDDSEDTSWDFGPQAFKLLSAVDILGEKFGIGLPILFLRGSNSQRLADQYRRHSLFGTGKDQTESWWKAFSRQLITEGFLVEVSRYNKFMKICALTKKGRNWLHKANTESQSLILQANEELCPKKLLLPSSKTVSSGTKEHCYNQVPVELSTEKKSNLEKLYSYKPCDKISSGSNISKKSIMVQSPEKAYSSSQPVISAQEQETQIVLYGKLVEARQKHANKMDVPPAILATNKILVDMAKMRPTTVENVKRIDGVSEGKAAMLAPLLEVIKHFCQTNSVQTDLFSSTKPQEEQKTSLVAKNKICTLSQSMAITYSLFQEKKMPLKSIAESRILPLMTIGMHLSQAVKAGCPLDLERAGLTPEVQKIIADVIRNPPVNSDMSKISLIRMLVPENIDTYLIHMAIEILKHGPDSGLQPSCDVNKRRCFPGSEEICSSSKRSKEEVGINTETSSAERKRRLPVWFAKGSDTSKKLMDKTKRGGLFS
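Fluorescence dequenching readout, ex 525 nm/em 598 nm, kinetic mode: forked duplex DNA (100 nM final) with adjacent fluorophore and quencher unwound by WRN (20 nM final) with 2 mM ATP. Compound preincubation 15 min, room temperature.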
IL2 activator – activates IL-2 in a cell-based reporter assay; IL-2 activation reporter assay, cell-based qHTS; stimulated with anti-CD3/CD4/CD28 beads; in transgenic mouse T cells; activation, % (series mostly up to about 46 µM); hit rate 0.065% among 360,000; AID 652025; in the data active = activation above about 50%; inconclusive = mostly about 30% to 49%; note: 0% is about no effect
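Unstimulated transgenic mouse T cells, 750 per well, received compound and, after 60 minutes, anti-CD3/anti-CD4 bead plus anti-CD28 stimulation. EGFP and DsRed were quantified after 18 hours.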
Abeta yeast res – A-beta toxicity reversal in yeast; Potency, µM (highest dose often 46.1 µM), without a hit: at the top dose growth rescue, most hits filed as activators; hit rate 0.063% among 410,000; yeast expressing A-beta42, growth rescue, OD600, 48 h; response scale: 0% DMSO, 100% iron-clioquinol control; AID 1347071; note: potency is the fitted concentration of half-maximal effect; nearly all actives have a fitted effect of over 55% in size
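Growth rescue measured by 600 nm absorbance after 48 h yeast culture at 30 C with compound. Values normalized between DMSO and an equimolar ferric chloride plus clioquinol control.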
The depositor's hits bear a star; u = inconclusive; x = no result given; & = joins results of further samples; [ ] = dose if it differs, or a comment. Unless noted, calls come from the whole dose curve; as a rule, active = well fitted curve in the direction sought with a large enough effect; inconclusive = small, poorly fitted or top-dose-only effect, or another doubt; inactive = no such curve, though single readings can be large; an effect the other way counts as inactive or inconclusive.

SMILES | PI5P4Ka inh | FUS yeast rescue | EPAC1 agonist | PLK1 PBD inh | EPAC1 antagonist | aSyn rescue | WRN helicase inh | IL2 activator | Abeta yeast res
O=C(OCC(=O)N1CCCCCC1)c1ccc[nH]c1=O | 2.7 | -8.5% | -5.9% | 3.7% | 19.0% | 3.0%[1.84 µM] | 13.4% | 0.2 | -7.2%
N#CC(C(=O)Nc1ccccc1)=C1CCCCC1 | x | -5.9% | 3.4% | -7.0% | 7.9% | -0.7% | -6.1% | -2.3 | 15.2%
Cc1cc(C)nc(SCCc2ccncc2)n1 | -14.4 | 28.4% | 3.0% | u | -0.4% | -2.6% | 0.0% | -2.9 | -13.8%
O=C(c1ccoc1)N1CCCC(Nc2ccc(F)c(F)c2)C1 (stereo not drawn) | -1.6 | 18.0% | 10.1% | -9.1% | 8.4% | -1.4% | 5.6% | -2.6 | 3.4%
CC1=C(C(=O)N2CCOCC2)C(c2cccc3ccccc23)NC(=S)N1 (stereo not drawn) | 5.2 | 9.6% | 8.2% | -9.8% | -11.9% | -6.2% | 1.2% | -2.2 | -4.5%
CC(c1ccccc1)C1C(C#N)=C(N)OC2=C1C(=O)CCC2 (stereo not drawn) | -12.1 | -14.3% | 1.2% | -5.2% | 4.4% | -4.8% | -20.1% | 0.4 | -2.3%
O=C(NN=Cc1ccc(F)cc1)c1ccccc1NS(=O)(=O)c1cccs1 | -8.5 | -13.4% | -2.5% | -8.9% | -12.8% | -8.9% | -11.2% | 0.9 | -4.2%
C=CCN(C(=O)CCC(=O)Nc1cc(C)on1)C(C(=O)NC(C)(C)CC)c1cccc(OC)c1OC (stereo not drawn) | -0.1 | u | 1.4% | -9.0% | 5.6% | -8.8% | 13.0% | 0.1 | 7.0%
CCN(CC)c1ccc2cc(C(=O)Nc3ccccn3)c(=O)oc2c1 | -12.5 | -3.1% | 12.7% | u | 3.9% | -10.2%&-2.1% | -3.3% | 4.3 | 4.4%
CCOc1ccccc1NC(=O)CSc1cn[nH]n1 | 3.0 | -9.9% | 8.2% | -10.5% | -12.7% | -3.4% | 2.5% | 1.6 | -1.9%
CC1=C(C(=O)N2CCOCC2)CC(CC(=O)NCCCN(C)C)C(=O)N1Cc1ccc(F)cc1 (stereo not drawn) | -0.2 | -29.2% | -1.3% | -4.1% | 10.9% | -1.5% | -3.0% | 0.0 | 0.4%
CCN(C(=O)COC(=O)c1ccc2c(=O)n3c(nc2c1)CCC3)C1CCS(=O)(=O)C1 (stereo not drawn) | 0.1 | 7.5% | 1.0% | -9.4% | -4.1% | 4.4% | 2.5% | 0.0 | 18.2%
CC(NC(=O)c1ccc([N+](=O)[O-])o1)C1CC2CCC1C2 (stereo not drawn) | -3.6 | 8.7% | -3.7% | 0.9% | -3.4% | -30.4%[inhibitor] | 3.2% | -0.1 | -48.5%[inhibitor]
CC(C)CCn1c(SCC#N)nc2c(sc3ccccc32)c1=O | 1.0 | 4.3% | 1.0% | 1.6% | 19.6% | 7.1% | 1.0% | -3.1 | 16.3%
CC(OC(=O)c1cccs1)C(=O)Nc1nc(-c2ccccc2)cs1 (stereo not drawn) | -2.0 | -9.8% | 15.5% | 2.6% | 14.4% | 2.5% | -9.3% | 1.2 | 18.2%
O=C(N=c1ccn(-c2nc3ccccc3nc2NS(=O)(=O)c2ccccc2)cc1)c1ccccc1Cl | -4.6 | 25.1µM* | u | -17.3% | -3.3% | -0.6% | -9.1% | -0.3 | x
Cc1ccc(-n2nc3c(c2NC(=O)C2CC2)CS(=O)(=O)C3)cc1 | -0.9 | -16.8% | -5.8% | -7.0% | 2.1% | 0.5% | 3.3% | 1.7 | 5.5%
COc1ccc(NC(=O)c2c(SC)nsc2SC)cc1 | -12.4 | -22.7% | 0.4% | u | -6.5% | -3.8% | -27.9%[57.1 µM] | -3.8 | 10.3%
O=C(O)CSc1nc2ccc(C(=O)c3ccccc3)cc2[nH]1 | -29.7 | -2.0% | 0.5% | -4.0% | -17.6% | -3.3% | u | 0.0 | 16.3%
O=C(c1ccc(N2CCOCC2)c([N+](=O)[O-])c1)N1CCN(c2ccccc2F)CC1 | 8.9 | 18.7% | -1.5% | 1.3% | -11.8% | 6.7% | -10.9% | 0.4 | 5.0%
COc1ccc(C2C(C(C)=O)=C(O)C(=O)N2c2cccnc2)cc1OC (stereo not drawn) | x | 23.4% | -2.9% | 0.6% | 0.0% | 2.2% | 4.5% | -1.9 | 0.9%
O=C(O)C1CCCCN1C(=O)c1ccc(S(=O)(=O)N2CCCCCC2)cc1 (stereo not drawn) | 1.7 | x | -5.1% | -1.5% | -5.0% | 0.8% | 9.2% | 0.4 | -6.6%
CC1Cc2ccccc2N1C(=O)CSc1nnc2n1C(C)(C)Cc1ccccc1-2 (stereo not drawn) | 0.2 | u | 2.2% | -5.0% | 2.4% | 1.2% | 8.2% | -3.0 | -12.7%
Cc1nc2ccccc2c(=O)n1/N=C/c1c(O)ccc2ccccc12 | -3.1 | -5.5% | 10.6% | -14.6% | u | -1.1% | -21.2% | -0.3 | 2.6%
O=C(Nc1cccc(C(=O)O)c1)/C(=C\c1ccccc1)NC(=O)c1ccc(Br)o1 | -16.1 | 0.1% | -0.1% | -12.6% | 9.0% | -6.9% | 8.5% | -2.1 | -8.3%

Look-ups from the list:
Entry for Cc1ccc(-n2nc3c(c2NC(=O)C2CC2)CS(=O)(=O)C3)cc1 under EPAC1 antagonist: 2.1%
Entry for CCN(C(=O)COC(=O)c1ccc2c(=O)n3c(nc2c1)CCC3)C1CCS(=O)(=O)C1 (stereo not drawn) under Abeta yeast res: 18.2%

The listing picks up with the two entries that preceded the break.
SMILES | PI5P4Ka inh | FUS yeast rescue | EPAC1 agonist | PLK1 PBD inh | EPAC1 antagonist | aSyn rescue | WRN helicase inh | IL2 activator | Abeta yeast res
Cc1nc2ccccc2c(=O)n1/N=C/c1c(O)ccc2ccccc12 | -3.1 | -5.5% | 10.6% | -14.6% | u | -1.1% | -21.2% | -0.3 | 2.6%
O=C(Nc1cccc(C(=O)O)c1)/C(=C\c1ccccc1)NC(=O)c1ccc(Br)o1 | -16.1 | 0.1% | -0.1% | -12.6% | 9.0% | -6.9% | 8.5% | -2.1 | -8.3%
CN(C)CCOC(=O)c1ccc(COc2ccccc2Br)o1 | 2.2 | -3.8% | 8.7% | 1.0% | 11.7% | u | 2.6% | -2.3 | 11.5%
CCOCC(=O)Nc1ccccc1C(=O)N1CCOCC1 | -3.8 | -0.3% | 0.0% | -19.9% | -3.5% | -5.3% | 0.7% | -2.5 | 6.3%
Cn1c(=O)c2c(nc(N3CCNCC3)n2Cc2ccccc2Cl)n(C)c1=O | -10.1 | 11.8% | 3.2% | -3.6% | 10.4% | -2.9% | 3.4% | 1.3 | -6.9%
CCOc1ccccc1NC(=O)CSc1nnc(Cc2ccc(OC)cc2)c(=O)n1N | -2.7 | 16.6% | 3.3% | -2.1% | 2.1% | 3.7% | -5.6% | -1.3 | 9.3%
O=C(OC1CCOC1=O)c1ccc(N2CCCC2)c([N+](=O)[O-])c1 (stereo not drawn) | -3.5 | 8.0% | 4.4% | 1.2% | 0.5% | 9.3% | -5.5%[57.1 µM] | -0.3 | -0.1%
C[C@H](CO)N1C[C@H](C)[C@H](CN(C)Cc2cccc(O)c2)OCc2ccccc2-c2c(n(C)c3ccccc23)C1=O | 9.3 | 0.6% | 8.3% | -10.2% | u | 1.1% | 1.8% | -3.4 | 7.0%
CN(C(=O)c1cccc(C(=O)N(C)c2ccccc2)c1)c1ccccc1 | 3.9 | -29.3% | 9.9% | 6.6% | 9.3% | -3.2% | 6.7% | 0.1 | -4.3%
CCCOc1ccc(/C(O)=C2/C(=O)C(=O)N(CCCn3ccnc3)C2c2ccc(C)o2)cc1 (stereo not drawn) | -6.4 | -4.0% | -4.8% | -5.3% | 4.4% | 8.8% | -14.0% | -0.3 | -5.8%
C=CC[C@@H](CC(=O)OC(C)(C)C)C(=O)OC[C@@H]1CCCN1C(=O)[C@@H](CC=C)CC(=O)N(CCO)Cc1ccccc1 | 3.1 | 45.0% | -28.4% | -13.3% | -17.3% | 16.6% | -7.3% | -0.6 | -0.3%
CCOC(=O)c1ccc2nc(NC(C)=O)sc2c1 | 0.0 | -1.5% | 2.6% | -7.7% | -5.1% | -3.5% | -0.9% | -0.2 | -0.4%
CCC(C)[C@H](NC(=O)Nc1cccc(Cl)c1)C(=O)O (stereo partly drawn) | -1.3 | 0.2% | 1.0% | -1.4% | 10.2% | 4.4% | 7.9% | -0.3 | 17.2%
N#CCCNc1c(Cl)cc(Cl)cc1C(=O)O | -0.2 | -3.4% | 0.7% | 3.4% | -11.9% | 3.0% | -7.9% | 0.6 | 14.0%
Cc1cc(SCC(=O)N2CCCC2)nc2ccccc12 | x | -1.7% | 2.2% | -1.5% | 4.4% | -11.1% | 4.8% | -1.7 | 8.9%
Cc1ccccc1-n1c(SCC(=O)NC2CC2)nc2ccccc2c1=O | 3.1 | -7.8% | -4.7% | -0.3% | 5.1% | 2.7% | 9.7% | 0.2 | 6.2%
O=C(Cc1ccccc1)n1nc(-c2ccco2)nc1SCc1ccccc1 | 0.2 | 23.8% | 2.6% | -4.1% | 5.7% | -0.5% | -8.6% | -1.1 | 6.9%
Cc1ccccc1-n1c(SCC(=O)NC(N)=O)nc2sc(-c3ccccc3)cc2c1=O | -12.5 | x | -1.6% | -15.6% | -24.4% | 3.8% | 2.9% | -0.2 | 6.1%
CCCc1cc(=O)oc2c(C)c(OCC(=O)c3ccc(N4CCCC4)cc3)ccc12 | 7.6 | 22.9% | 3.3% | -13.4% | -24.8% | 0.1% | -16.2% | -0.8 | 3.1%
O=C(CN1CCCC1)Nc1ccc(NC(=O)Nc2ccccc2Cl)cc1 | -0.8 | 9.8% | -0.9% | -0.6% | 10.0% | -10.7% | 3.4% | -0.6 | 10.7%
CN(Cc1ccc(C(C)(C)C)cc1)C(=O)c1ccc2c(=O)n3c(nc2c1)CCC3 | -3.7 | 38.0% | u | -1.6% | -12.8% | 4.2% | 7.3% | -0.8 | -2.7%
